IMPase inh: IMPase inhibition in cells; P97697; CHO-M1 cells, IP1 accumulation, HTRF TR-FRET ratio; inhibition (IP1 accumulation), % at 46.1 µM; 120,000 tested, under 10 active; active means well fitted curve in the direction sought with a large enough effect in the signal ratio, not every such curve was filed as active; inconclusive means small, poorly fitted or top-dose-only effect, or a change in a side signal; inactive means no such curve, though single readings can be large or run the other way; the % refers to the signal ratio;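 further: cells stimulated with carbachol in lithium chloride buffer; plate controls were DMSO basal wells for no effect and reference inhibitor wells for full effect; higher means more IMPase inhibition seen as more IP1 and lower FRET ratio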
Target sequence (P97697 whole entry, looked up): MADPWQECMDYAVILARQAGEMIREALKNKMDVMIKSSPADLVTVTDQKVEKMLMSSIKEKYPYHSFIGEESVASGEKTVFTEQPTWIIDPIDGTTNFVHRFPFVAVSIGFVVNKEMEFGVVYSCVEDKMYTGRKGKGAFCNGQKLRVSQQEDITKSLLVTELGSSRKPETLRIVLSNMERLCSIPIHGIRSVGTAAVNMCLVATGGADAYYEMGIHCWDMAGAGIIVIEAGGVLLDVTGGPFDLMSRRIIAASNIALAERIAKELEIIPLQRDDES
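Cellular IMPase inhibition is scored as a rise in cytosolic IP1, detected by competitive TR-FRET between d2-labelled IP1 and a europium anti-IP1 antibody. M1-expressing CHO cells were stimulated with carbachol for 30 min at 37C, with lithium (50 mM LiCl) present in the buffer.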
15-hLO-2 inh: 15-hLO-2 (ALOX15B) enzyme inhibition. O15296. purified 15hLO-2, xylenol orange hydroperoxide absorbance. Potency, µM (titrated, usually from 57.1 µM), without a hit: at the highest dose activity change, negative = inhibition, usual class: inhibitors. 0.56% of 110,000 active. AID 881; further: potency means the concentration at half of the fitted maximal effect; nearly all actives have a fitted effect of over 60% in size; many of its hits are not listed in these tables
Target sequence (O15296 whole entry, looked up): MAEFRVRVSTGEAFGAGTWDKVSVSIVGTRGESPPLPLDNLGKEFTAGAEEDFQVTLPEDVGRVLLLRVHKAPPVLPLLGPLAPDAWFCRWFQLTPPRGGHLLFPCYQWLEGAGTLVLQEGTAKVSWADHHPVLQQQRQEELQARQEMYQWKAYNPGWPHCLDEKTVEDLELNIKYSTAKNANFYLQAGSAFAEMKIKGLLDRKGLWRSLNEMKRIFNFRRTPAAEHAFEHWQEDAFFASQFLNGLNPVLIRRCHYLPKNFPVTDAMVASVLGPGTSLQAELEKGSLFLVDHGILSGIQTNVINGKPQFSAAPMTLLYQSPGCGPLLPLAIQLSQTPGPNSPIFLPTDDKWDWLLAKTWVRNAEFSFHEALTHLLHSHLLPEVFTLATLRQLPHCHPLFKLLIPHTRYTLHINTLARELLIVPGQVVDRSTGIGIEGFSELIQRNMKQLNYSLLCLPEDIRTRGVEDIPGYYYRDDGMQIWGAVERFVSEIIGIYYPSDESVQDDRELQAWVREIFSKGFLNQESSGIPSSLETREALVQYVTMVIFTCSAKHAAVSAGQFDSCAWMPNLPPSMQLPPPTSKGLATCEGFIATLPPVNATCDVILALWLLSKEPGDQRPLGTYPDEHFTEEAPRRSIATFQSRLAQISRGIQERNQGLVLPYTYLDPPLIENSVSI
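Purified human 15hLO-2 (50 nM) preincubated 15 min with compound, then 45 uM arachidonic acid for 90 min at RT in 25 mM Hepes pH 7.5, 0.01% Triton X-100. Hydroperoxide detected by Fe-xylenol orange; 573/405 nm absorbance ratio.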
PNC assembly inh: blocks assembly of the perinucleolar compartment; PC3M PTB-GFP, PNC prevalence imaging, 16 h; stronger effect = lower value; activity change (PNC), negative = inhibition, % at 10 µM; 3.1% of 140,000 active;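 active means readout at or below -70, meaning at least 70% loss of cells showing the perinucleolar compartment, a nuclear body marking cancer cells; inconclusive means readout between -30 and a set limit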;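 further: plate controls were DMSO wells for no effect and camptothecin positive control wells for full effect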
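Compounds are pinned in duplicate onto adhered PC3M cells stably expressing GFP-tagged PTB and incubated 16 h at 37 C. Cells are then fixed, nuclei stained with Hoechst, and PNC-positive cells counted.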
ALOX12 inhib: inhibitors of human 12-lipoxygenase (ALOX12) | P18054 | purified 12-hLO, xylenol orange hydroperoxide absorbance | Potency, µM (titrated, usually from 57.1 µM), for inactives: at the highest dose activity change, negative = inhibition, actives largely listed as inhibitors | 0.12% of 150,000 active | AID 1452; further: potency means the concentration at half of the fitted maximal effect; nearly all actives have a fitted effect of over 55% in size; many of its hits are not listed in these tables
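Purified human 12hLO (150 nM), preincubated 15 min with compound, then 40 uM arachidonic acid for 30 min, room temperature, Hepes pH 7.0 with 0.01% Triton X-100. Hydroperoxide detected by ferrous iron/xylenol orange; 573/405 nm absorbance ratio gives reaction progress.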
Active calls of the source: *; ? = inconclusive; · = no result given; & = joins results of further samples; [ ] = remark or other dose. Unless noted, the call rests on the fitted dose curve; in most records, active means well fitted curve in the direction sought with a large enough effect; inconclusive means small, poorly fitted or top-dose-only effect, or another doubt; inactive means no such curve, though single readings can be large; an effect the other way counts as inactive or inconclusive. Unless noted, on the % scale 0 is the no-effect control and ±100 the full control effect.

| Compound | ALOX12 inhib | IMPase inh | 15-hLO-2 inh | PNC assembly inh |
| --- | --- | --- | --- | --- |
| O=C(CSc1nnc(CNc2ccccc2)o1)N1CCCc2ccccc21 | -4% | -7 | -4% | ? |
| CCCCC(CC)C(=O)NCc1ccc(F)cc1 (stereo not given) | 3% | · | · | -26 |
| CCOC(=O)C1CCCN(C(=O)C2CCCN(S(=O)(=O)c3ccc4c(c3)oc(=O)n4C)C2)C1 (stereo not given) | -6% | 4 | -4% | ? |
| COc1cccc(OC)c1C(=O)NCCN1CCN(C(=O)c2c(OC)cccc2OC)CC1 | -4% | -2 | 0% | 4 |
| CCCCNC(=O)CCn1c(=O)c2ccccc2n(Cc2ccc(F)cc2)c1=O | 2% | · | · | -4 |
| O=C(Nc1cc(S(=O)(=O)N2CCOCC2)ccc1N1CCCC1)c1cnccn1 | 3% | -7 | · | 16 |
| CCC(C)[C@H](NC(=O)Nc1ccc(Oc2ccccc2)cc1)C(=O)O (stereo not given in full) | 3% | 0 | -10% | 78 |
| Clc1ccc(-c2noc(COc3ccccc3)n2)cc1 | -7% | 5 | 3% | ? |
| O=C(Nc1ccc2oc(-c3ccccc3)nc2c1)c1ccncc1 | -8% | 9 | 0% | ? |
| Cc1cc(C(=O)N/N=C/c2cc(Br)cc([N+](=O)[O-])c2O)c2ccccc2n1 | -17% | · | · | 3 |
| CC(C)(C)NC(=S)Nc1ccc(Nc2ccccc2)cc1 | ? | 5 | 16µM* | 54 |
| CNC(=O)NC(=O)C(C)OC(=O)c1c(C)noc1C (stereo not given) | 1% | -3 | -1% | -18 |
| Cc1ccc(S(=O)(=O)NCCCNS(C)(=O)=O)cc1 | 6% | 12 | 0% | ? |
| COc1ccccc1C1CC(=O)Oc2cc(C)c(Br)c(C)c21 (stereo not given) | -2%[0.00818 µM] | · | -2%[0.0915 µM] | · |
| COc1ccc(-c2n[nH]c(=S)n2Cc2ccco2)cc1 | -5% | 5 | -13% | ? |
| Cc1ccc(S(=O)(=O)N2CCC(=O)N(CCOCc3cccc(C)c3)CC2)cc1 | -2% | · | · | 67 |
| CCC(=O)Nc1cccc(NC(=S)NC(=O)Cc2ccccc2)c1 | -9% | 0 | 2% | -12 |
| CCCCP(=O)(CCCC)Cc1ccccc1O | -4% | 1 | -1% | -12 |
| CSc1ncnc2c1ncn2CC(=O)[C@H]1CC[C@H]2[C@H]3CCC4=CC(=O)CC[C@@]4(C)[C@@H]3CC[C@@]12C | 2%[11.4 µM] | · | -25%[11.4 µM] | · |
| CC1CN=C(N(C(=O)Nc2ccccc2)c2ccc(F)cc2)S1 (stereo not given) | 1% | 4 | 24% | -26 |
| OCCN(Cc1ccccc1)Cc1cccc(C(F)(F)F)c1 | -10% | ? | -12% | ? |
| Cc1ccc(C(=O)C2CCN(CC(=O)NC3CCCCC3)CC2)cc1 | -5% | 4 | 12% | 15 |
| CCC(Sc1ccc2nnc(-c3ccc(F)cc3)n2n1)C(=O)OC (stereo not given) | -2% | -8 | -2% | ? |
| C(=N\n1cnnc1)/c1cn(-c2cccs2)nc1-c1ccccc1 | -11% | 9 | 12% | -15 |
| Cc1[nH]n(-c2ccccc2)c(=O)c1C(C[N+](=O)[O-])c1ccc(Br)cc1 (stereo not given) | -16% | 4 | -29% | -9 |
| COc1ccc(Cl)cc1NC(=O)c1oc(C)nc1C | -1% | -8 | -17% | -8 |
| CCOC(=O)C1CCCN(CC(O)COc2ccccc2C(C)=O)C1 (stereo not given) | 6% | 0 | -2% | -24 |
| O=C(NC1CCCCC1)/C(=N\O)c1ccccn1 | 3% | -6 | -11% | 18 |
| CCCCn1c(NC(C)=O)c(C#N)c2nc3ccccc3nc21 | -13% | 0 | ? | ? |
| CCCCSc1nc(C)[nH]c1[N+](=O)[O-] | -3% | 6 | -16% | 41 |

The results go on.
| Compound | ALOX12 inhib | IMPase inh | 15-hLO-2 inh | PNC assembly inh |
| --- | --- | --- | --- | --- |
| CCOC(=O)c1c(C)nc2sc3c(=O)n(-c4ccc(C)cc4)cnc3c2c1-c1ccc(OC)cc1 | -3% | 5 | -2% | ? |
| CC1CCCCN1CCNS(=O)(=O)c1ccc2c(c1)oc(=O)n2C (stereo not given) | 0% | 6 | 1% | 19 |
| CC(C)CCNC(=S)Nc1ccc([N+](=O)[O-])cc1 | -3% | · | · | -19 |
| C#CC[N+]1(CC#Cc2ccccc2)CCOCC1 | 2% | 4 | 4% | ? |
| CCc1c(-c2ccccc2)nc2nc(C)c(C)nn12 | 5% | -19 | -1% | 2 |
| CCC(C)C(NC(=O)C1CCC(C)CC1)C(=O)NC(CCSC)C(=O)OC (stereo not given) | -4% | -1 | -10% | ? |
| Cc1cccc(Cc2cnc(NC(=O)CN3C(=O)/C(=C/c4ccccc4)SC3=S)s2)c1 | -2% | -1 | 6% | ? |
| CC(=O)c1ccc(OCCCC(=O)OCc2nnc(-c3ccc(Cl)cc3)o2)cc1 | -6% | 1 | -5% | 15 |
| Cc1sc2c(c1C)CN(C1CC(C)(C)NC(C)(C)C1)CN2C(=O)c1ccco1 | -9% | 12 | 16% | 28 |
| O=C(N/N=C/c1ccccc1Cl)c1ccc(F)cc1 | 2% | 1 | 4% | ? |
| CCNC(=S)N/N=C/c1cccc(OCc2c(F)cccc2Cl)c1 | ? | · | · | -2 |
| COc1cccc2cc(-c3nnc(SCC(=O)NCc4ccccc4)n3C)oc12 | 0% | 6 | 0% | 58 |
| O=C1c2[nH]nc(-c3ccccc3O)c2C(c2cccc(O)c2)N1Cc1ccco1 (stereo not given) | -15% | -7 | ? | ? |
| COc1cc(C(=S)NC2CCCCC2)ccc1O | -8% | · | · | -1 |
| Cc1onc(-c2c(Cl)cccc2Cl)c1C(=O)NCCN1CCOCC1 | 3% | -3 | -4% | ? |
| Cc1nc2sc(C)c(C)c2c(=O)o1 | -1% | -7 | -12% | -17 |
| CC(=O)c1cc2c(cc1NC(=O)CCC1CCCC1)OCO2 | -5% | · | · | 18 |
| CC1(C)Cc2c(C#N)c(N3CCOCC3)nc(Cc3ccccc3)c2CO1 | -7% | 11 | -2% | 52 |
| COc1cccc(NC(=O)c2ccccc2-c2nc(-c3cccc(C)c3)no2)c1 | -6% | 0 | -2% | -139* |
| CCC(C)c1ccccc1O (stereo not given) | -3%&-2% | · | 4%&6% | · |
| COc1ccc(CCN(C)CCC(=O)Nc2ccc(C)cc2)cc1OC | 2% | · | · | 1 |
| Cc1noc(/C=C/N(C)C)c1S(=O)(=O)N1CCCC(C(=O)NCc2ccc(F)cc2)C1 (stereo not given) | -4% | -3 | 2% | -19 |
| Cc1ccc(NC(=O)C(C)N2CCOCC2)c(C(=O)c2ccccc2)c1 (stereo not given) | 8% | 9 | -6% | ? |
| Cc1cc2cc(CN(Cc3cccs3)C(=S)NCc3ccco3)c(=O)[nH]c2cc1C | -17% | · | · | 49 |
| O=C(O)Cc1ccc2sc(-c3ccccc3)nc2c1 | -1% | · | · | ? |
| COC(=O)N1[C@H](C)C=C[C@]1(Cc1ccccc1)C(=O)NCc1ccc(C)o1 | -1% | · | -16% | · |
| Cc1cc(C(=O)Nc2nnc(C3CCCCC3)s2)cs1 | -3% | 16 | -2% | -1 |
| Cc1cc(SC#N)cc(C)c1NC(=O)CCl | 0% | -10 | · | -115* |
| Clc1ccc(-n2ncc3c(NCC4CCCO4)ncnc32)cc1 (stereo not given) | -2% | 1 | · | -8 |
| CCOC(=O)c1cc2sc(C)cc2n1CC(=O)N(CC)CC | -5% | 1 | -2% | 72 |

Further results follow:
| Compound | ALOX12 inhib | IMPase inh | 15-hLO-2 inh | PNC assembly inh |
| --- | --- | --- | --- | --- |
| Cc1ccc(CCNC(=O)CN(C)S(=O)(=O)c2cnc[nH]2)cc1 | 1% | -7 | · | -1 |
| Cn1c(=O)c2c(SCC(=O)Nc3ccc4c(c3)OCCO4)nc(CC(C)(C)C)nc2n(C)c1=O | 2% | 8 | -12% | -6 |
| Cc1cc(Br)ccc1NC(=O)CN1C(=O)CCC1=O | -2% | 4 | 3% | -7 |
| CC(=O)N/C(=C\c1ccccc1Cl)C(=O)O | 2% | 6 | · | -21 |
| Cc1ccc(/C=N/n2cnnc2)s1 | 2% | 6 | 4% | ? |
| CC(=O)c1cccc(NC(=S)NC(=O)C(C)C)c1 | 7% | 1 | -6% | 15 |
| Cc1ccc(-c2nc3c(c(=O)c4ccccc4n3C)c(=O)n2-c2ccccc2)cc1 | 1% | · | · | -8 |
| O=C(OCc1ccc(Cl)c(Cl)c1)c1ccccn1 | 6% | 2 | 4% | 7 |
| COc1ccc(/C=N/NC(=O)c2nc(-c3ccccc3)cc(-c3ccccc3)n2)cc1OC | -3% | -8 | 11% | 34 |
| COCCCNC(=O)C1CCN(C(=O)Nc2ccc(Cl)cc2)CC1 | 6% | 5 | 5% | -10 |
| C=CCN(CC=C)CC(=O)Nc1ccc(S(N)(=O)=O)cc1 | 10% | 7 | · | 1 |
| Cc1ccc(N(CC(=O)NCc2cccs2)S(=O)(=O)c2cccs2)cc1 | 9% | 6 | 19% | -83* |
| COc1ccc(NC2c3ccccc3C(=O)N2Cc2ccco2)cc1OC (stereo not given) | -5% | -3 | -17% | 4 |
| CCCCCNc1nc2ccccc2nc1NS(=O)(=O)c1cccs1 | -3% | -2 | -15% | ? |
| CCOc1ccccc1-c1cc(-c2ccccc2)nc2c1c(=O)n(C)c(=O)n2C | 1% | 1 | 0% | -22 |
| O=C(CSc1nnc(Cc2ccccc2)n1Cc1ccco1)NC1CCCC1 | -8% | 4 | -7% | -4 |
| CC(C)Sc1nc2c(c(=O)[nH]c(=O)n2C)n1CCc1ccccc1 | -3% | 7 | 2% | ? |
| O=C(CN(Cc1ccccc1)C(=O)CCC(=O)Nc1nccs1)NCc1ccco1 | 0% | 2 | 1% | -9 |
| O=C(C1CC1)N1CCC(C(O)(c2ccccc2)c2ccccc2)CC1 | 2% | 9 | -7% | ? |
| COc1cccc(/C=N/N2CCN(c3ccncc3S(=O)(=O)N3CCCCC3)CC2)c1 | 1% | · | · | 44 |
| Cc1ccc(N=C(NO)c2nonc2N)c(C)c1 | -4% | · | · | 23 |
| O=C(Nc1ccc(F)cc1)c1cccnc1N1CCOCC1 | 1% | 5[0.369 µM] | · | -9 |
| Cc1nn(CCC#N)c(NC(=O)c2ccc(Cl)cc2Cl)c1P(=O)(Nc1ccc([N+](=O)[O-])cc1)N1CCOCC1 (stereo not given) | -2% | 0 | -1% | ? |
| Cc1nn(C)c(C)c1-c1c(C#N)c(N)nc2c1CCCCCC2 | -5% | 4 | 1% | 29 |
| Cn1c(=NC(=O)CSCC(=O)N2CCCC2)sc2ccccc21 | -2% | 15 | -1% | ? |
| COc1cccc(C2N(c3ccccn3)C(=O)C3CCCN32)c1OC (stereo not given) | -2% | ? | 0% | ? |
| O=C(NCc1nnc(SCc2ccc(F)cc2)n1-c1ccccc1)C12CC3CC(CC(C3)C1)C2 | -1% | -1 | · | ? |
| Cc1ccc(C)c(NC(=O)CSc2nnc(CCCCCNC(=O)OC(C)(C)C)o2)c1 | -3% | 10 | 6% | 3 |
| CN(Cc1ccccc1)C(=O)CN(c1ccc(F)cc1)S(=O)(=O)c1ccc2c(c1)OCCO2 | 5% | 13 | · | ? |
| CCCC(=O)NCCCc1nc2ccccc2n1C(C)C | 4% | -1 | -1% | ? |
| O=C(Nc1ccccc1Cl)N1CCN(c2ccc3nnc(-c4ccccc4)n3n2)CC1 | -3% | 4 | 0% | 12 |

2 compounds drawn at random from those above:
| Compound | ALOX12 inhib | IMPase inh | 15-hLO-2 inh | PNC assembly inh |
| --- | --- | --- | --- | --- |
| CC(=O)c1cccc(NC(=S)NC(=O)C(C)C)c1 | 7% | 1 | -6% | 15 |
| CN(Cc1ccccc1)C(=O)CN(c1ccc(F)cc1)S(=O)(=O)c1ccc2c(c1)OCCO2 | 5% | 13 | · | ? |

Assay outcomes deposited in PubChem by National Center for Advancing Translational Sciences (NCATS).

The list is partial (hit frequency here may not be typical).
